Screens (PubChem)
ELG1 repair inh – ELG1-dependent DNA repair inhibition | HEK293T ELG1-luciferase reporter, luminescence, 16 h; DNA damage induced by 5-fluorouridine | Potency, µM (doses to about 46.1 µM), for inactives: top-dose activity change, negative = inhibition, hits mostly inhibitors | 330,000 tested, 2.3% active; also: potency is read from the fitted curve at half-maximal effect; % is scaled to controls: 0 for no effect and ±100 for the full control effect; nearly all actives have a fitted effect of over 55% in size
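Cells (2,000 per well) received 5-fluorouridine plus test compound or DMSO and were incubated 16 hr at 37 °C, 5% CO2. Luciferase activity was read by luminescence 30 min after ONE-Glo addition; signal suppression marked inhibition of damage-induced ELG1 function.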
RORg inh – blocks mouse ROR gamma transcriptional activity. P51450. Drosophila S2 Gal4-RORgamma UAS-luciferase reporter, 20 h. Potency, µM (doses to about 53.6 µM), inactives show at the top dose activity change, negative = inhibition, most hits filed as inhibitors. 310,000 tested, 5.4% active; also: potency is read from the fitted curve at half-maximal effect; % is scaled to controls: 0 for no effect and ±100 for the full control effect; nearly all actives have a fitted effect of over 60% in size
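Read-out: Photinus luciferase luminescence; inhibitors lower reporter signal. Insect Schneider cells with Gal4-ROR gamma fusion under metallothionein promoter, UAS reporter; 700 uM final copper sulfate induction, 20 hr, ambient temperature.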
BRCA1 expr up – activators of BRCA1 expression; MCF7-BRCA1-FFLuc reporter, luminescence, 48 h; response scale: scaled: vehicle 0%, 10 µM genistein 100%; Potency, µM (series often up to 46.1 µM), for inactives: at the highest dose activation, most hits filed as activators; 380,000 tested, 1.1% active; also: potency is read from the fitted curve at half-maximal effect; nearly all actives have a fitted effect of over 80% in size; some results filed as inactive show a strong effect at the top dose
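MCF7-BRCA1-FFLuc cells, 2000/well in phenol-red-free MEM, attached 2 h then treated 48 h at 37 C. Luciferase luminescence read 15 min after reagent; normalized to genistein maximum activation (10microM) and DMSO, concentration-response fitted.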
p53 reactivator – restores transcriptional activity of mutant p53 | H1299 p53-A138V BP100-luciferase reporter, luminescence, 24 h | Potency, µM (series often up to 92.2 µM), for the others: at the highest dose activity change, positive = activation, hits mostly activators | 320,000 tested, 0.063% active | AID 504706; also: potency is read from the fitted curve at half-maximal effect; % of control where 0% means no effect; nearly all actives have a fitted effect of over 45% in size
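p53-null H1299 cells stably carrying temperature-sensitive p53-A138V and a BP100-luciferase reporter were pinned with compounds (4-point, 1:5 series) and held 24 hrs at 37 deg C. Luminescence was read 10 min after detection reagent.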
NPC1 prom act – activators of NPC1 promoter; Potency, µM (top dose mostly 9.22 µM), without a hit: at the top dose activation, actives largely listed as activators; Huh7 NPC1 promoter luciferase reporter, 24 h; 320,000 tested, 2.4% active; AID 485313;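 also: potency is read from the fitted curve at half-maximal effect; % of control where 0% means no effect; nearly all actives have a fitted effect of over 60% in size; reporter is driven by a mutant NPC1 promoter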
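Huh7 reporter cells (NPC1 promoter driving luciferase) are dosed with compound for 24 h at 37 °C, 5% CO2; luciferase detection reagent is then added and luminescence measured after 10 min at ambient temperature.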
ELG1 genotox – genotoxicity induction in ELG1-luciferase HEK293T cells; HEK293T ELG1-luciferase reporter, luminescence, 16 h; Potency, µM (highest dose often 46 µM), without a hit: top-dose activity change, positive = activation, most hits filed as activators; 330,000 tested, 1.3% active; AID 504466; also: potency is read from the fitted curve at half-maximal effect; % of control where 0% means no effect; nearly all actives have a fitted effect of over 60% in size
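16 hr compound incubation (37 °C, 5% CO2) of HEK293T cells carrying luciferase-tagged ELG1; luciferase then measured by ONE-Glo luminescence after 30 min at RT.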
Rab9 promoter act – activators of Rab9 promoter | Huh7 Rab9 promoter-luciferase reporter, luminescence, 24 h | Potency, µM (doses to about 9.22 µM), without a hit: at the highest dose activation, negative = inhibition, most hits filed as activators | 320,000 tested, 2.8% active | AID 485297; also: potency is read from the fitted curve at half-maximal effect; % of control where 0% means no effect; nearly all actives have a fitted effect of over 60% in size
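Quantitative HTS format; Huh7 Rab9-luciferase reporter cells (1500/well) receive compound 2 h post-plating, incubate 24 h at 37 °C, then get luciferase reagent for 10 min before luminescence reading.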
FLuc counter – counter-screen for miR-21 project: firefly luciferase inhibitors or activators; purified FLuc, Km substrates, luminescence inhibition; Potency, µM (titrated, usually from 57.5 µM), inactives show at the top dose activity change, negative = inhibition, actives largely listed as inhibitors; P08659; 360,000 tested, 6.9% active;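 also: potency is read from the fitted curve at half-maximal effect; plate controls were vehicle for no effect and reference inhibitor for full effect; nearly all actives have a fitted effect of over 55% in size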
Target sequence (P08659 whole entry, looked up): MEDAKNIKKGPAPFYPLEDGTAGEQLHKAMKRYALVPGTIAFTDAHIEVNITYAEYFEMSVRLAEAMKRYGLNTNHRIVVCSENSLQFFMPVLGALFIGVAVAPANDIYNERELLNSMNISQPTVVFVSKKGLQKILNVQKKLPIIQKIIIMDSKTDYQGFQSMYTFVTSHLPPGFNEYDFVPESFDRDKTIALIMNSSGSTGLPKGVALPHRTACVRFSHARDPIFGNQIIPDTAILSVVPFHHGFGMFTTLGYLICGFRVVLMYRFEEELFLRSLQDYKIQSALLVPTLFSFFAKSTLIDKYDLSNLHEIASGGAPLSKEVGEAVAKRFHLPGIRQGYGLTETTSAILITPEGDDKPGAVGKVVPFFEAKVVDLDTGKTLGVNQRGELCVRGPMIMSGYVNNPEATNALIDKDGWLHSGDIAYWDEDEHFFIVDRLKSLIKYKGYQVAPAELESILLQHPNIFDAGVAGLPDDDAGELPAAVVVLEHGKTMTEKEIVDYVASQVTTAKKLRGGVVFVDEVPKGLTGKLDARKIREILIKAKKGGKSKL
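Purified P. pyralis luciferase, 10 nM final, with Km-level 10 uM D-luciferin and 10 uM ATP in 50 mM Tris acetate pH 7.5, 10 mM Mg acetate, 0.01% Tween-20, 0.05% BSA; 6-point qHTS titration about 60 µM downward; luminescence read.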
Gal4-VP16 FLuc – counter-screen for ROR gamma inhibitors: Gal4-VP16 reporter; AID 2546; 310,000 tested, 3.5% active; Drosophila S2 Gal4-VP16 UAS-luciferase, luminescence, 20 h; Potency, µM (highest dose often 53.6 µM), inactives show at the top dose activity, negative = inhibition, hits mostly inhibitors;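 also: Gal4-VP16 expression switched on by copper sulfate through the metallothionein promoter; potency is read from the fitted curve at half-maximal effect; % is scaled to controls: 0 for no effect and ±100 for the full control effect; nearly all actives have a fitted effect of over 50% in size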
TRPV1 ag – agonists of human vanilloid receptor 1 (TRPV1). Q8NER1. TRPV1-expressing cells, Fluo-8 calcium influx, agonist mode. activation, % at 8.33 µM. 320,000 tested, 0.19% active. AID 540275; in the data active = activation above about 80%; inconclusive = between about 30% and that limit; also: 0% is about no effect
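Cells expressing TRPV1 were dye-loaded with Fluo-8 and read kinetically: 10 s baseline, 3 min after compound (agonist portion), then 2 min after EC20 capsaicin (allosteric enhancer portion). Calcium-bound dye fluorescence at 480/520 nm.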
Tb PFK block – T. brucei PFK enzyme inhibition; 330,000 tested, 0.17% active; O15648; Potency, µM (titrated, usually from 57.5 µM), inactives show top-dose activity, negative = inhibition, usual class: inhibitors; T. brucei PFK, ADP-Glo luminescence;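 also: potency is read from the fitted curve at half-maximal effect; 0% = uninhibited 1x PFK enzyme wells and -100% = no-enzyme wells; nearly all actives have a fitted effect of over 60% in size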
Target sequence (O15648 whole entry, looked up): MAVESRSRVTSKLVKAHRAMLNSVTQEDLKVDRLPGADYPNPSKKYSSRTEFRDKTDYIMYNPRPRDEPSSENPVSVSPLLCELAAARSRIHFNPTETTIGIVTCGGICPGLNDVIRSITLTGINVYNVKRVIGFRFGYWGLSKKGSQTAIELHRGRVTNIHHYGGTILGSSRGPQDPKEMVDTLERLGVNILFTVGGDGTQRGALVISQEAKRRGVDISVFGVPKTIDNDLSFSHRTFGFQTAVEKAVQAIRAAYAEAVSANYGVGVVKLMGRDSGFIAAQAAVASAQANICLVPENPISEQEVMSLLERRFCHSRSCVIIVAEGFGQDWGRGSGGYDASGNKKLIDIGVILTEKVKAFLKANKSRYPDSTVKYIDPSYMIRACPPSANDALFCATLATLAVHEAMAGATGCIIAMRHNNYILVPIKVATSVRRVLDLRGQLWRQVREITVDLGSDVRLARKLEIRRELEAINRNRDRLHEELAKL
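In TEA buffer at pH 8.0 with 5 mM MgCl2, enzyme (1.25 nM) converted F6P (0.5 mM) and ATP (0.1 mM) for 45 min at room temperature. ADP product was read by luciferase luminescence.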
Active calls of the source: *; ? = inconclusive; / = not tested or not shown; [ ] = dose if it differs, or a comment. Unless noted, calls follow the shape of the dose curve; as a rule, active = well fitted curve in the direction sought with a large enough effect; inconclusive = small, poorly fitted or top-dose-only effect, or another doubt; inactive = no such curve, though single readings can be large; an effect the other way counts as inactive or inconclusive.

SMILES	ELG1 repair inh	RORg inh	BRCA1 expr up	p53 reactivator	NPC1 prom act	ELG1 genotox	Rab9 promoter act	FLuc counter	Gal4-VP16 FLuc	TRPV1 ag	Tb PFK block
COc1cc(OC)c(C2C(C(=O)O)c3ccccc3C(=O)N2C)cc1OC (stereo not given)	14%	32%	0%	11%	2%	-1%	-2%	-2%	-2%	0	6%
CC(=O)Nc1ccc(SCC(=O)N(CCC#N)c2ccc(C)cc2)cc1	-3%	-3%	15%	-7%	-1%	-1%	0%	3%	15%	-1	10%
COc1ccc(C(=O)c2ccc(CC(=O)O)s2)cc1	15%	?	-44%	-4%	-3%	2%	-3%	12µM*	?	-2	-1%
CCN(CC)C(=O)Oc1ccc(Br)cc1C(=O)Nc1ccc(F)c(Cl)c1	6%	-17%	-47%	-3%	4%	0%	-4%	1%	0%	8	0%
COC(=O)c1ccncc1N	6%	23%	-7%	9%	1%	-1%	-2%	6%	-8%	0	4%
COc1cccc(C2CC(C(F)(F)F)n3nc(C(=O)Nc4c(C)n(C)n(-c5ccccc5)c4=O)cc3N2)c1 (stereo not given)	5%	16%	-16%	5%	-8%	-1%	-3%	6%	-11%	4	0%
O=C(CSc1n[nH]c(-c2ccccc2)n1)N1CCCC1	?	5%	55%	8%	10%	17%	13%	?	14%	2	0%
COc1ccc(C2c3ccc(O)cc3Oc3ncn4nc(-c5ccncc5)nc4c32)cc1OC (stereo not given)	?	-20%	-49%	-12%	0%	-1%	-9%	1%	-4%	1	-16%
Cc1cc(/C=C2/NC(=O)NC2=O)c(C)n1-c1cccnc1	8%	3%	15%	21%	2%	8%	-1%	15µM*	3%	8	-1%
COc1cc(S(=O)(=O)N2CCCCC2)ccc1NC(=O)c1ccc(F)cc1	8%	-7%	1%	12%	-5%	1%	-2%	10%	-14%	?	3%
CC(NS(=O)(=O)c1ccc(Br)cc1)c1ccccc1 (stereo not given)	3%	/	19%	/	0%	0%	11%	-1%	/	11	2%
CN(CC(=O)Nc1ccccc1Cl)C(=O)c1ccccc1Sc1ccccc1C#N	?	/	-24%	0%	9%	1%	0%	-1%	/	5	2%
C=CC[C@@H](CC(=O)N[C@H](CO)Cc1ccccc1)C(=O)N[C@H](COC(=O)[C@@H](CC=C)CC(=O)OC(C)(C)C)Cc1ccccc1	-6%	/	-47%	0%	/	-4%	/	/	/	/	-4%
O=C(Nc1ccc(F)cc1)C1CCN(S(=O)(=O)c2cccs2)CC1	-8%	?	-4%	-2%	3%	-11%	1%	-3%	-12%	?	1%
Cc1ccc(NC(=O)CSc2nnnn2-c2ccc3c(c2)OCO3)cc1C	5%	1%	-42%	-19%	1%	11%	-6%	0%	-3%	3	0%
CCN(CC)S(=O)(=O)c1cc(C(=O)Nc2cccnc2Cl)ccc1Cl	-6%	13%	-2%	-1%	-13%	-4%	-4%	-3%	0%	9	6%
O=C(NCCCN1CCCC1=O)C(=O)NCC1OCCCN1S(=O)(=O)c1cc(F)ccc1F (stereo not given)	14%	-6%	6%	27%	0%	3%	-8%	7%	-10%	0	-2%
CCN1CCN(C(=O)N2CCOCC2)CC1	2%	0%	1%	1%	0%	0%	1%	1%	3%	0	-1%
O=C(Cn1cnc2c(cnn2-c2ccc(Cl)cc2)c1=O)NC1CCCCC1	0%	-17%	5%	-2%	1%	-9%	-8%	0%	-1%	1	-1%
COc1cccc(NC(=O)NCCC2=CCCCC2)c1	?	19%	5µM*	8%	3.5µM*	?	4.5µM*	15µM*	17%	?	-4%
O=C(NCc1ccco1)c1ccccc1NS(=O)(=O)c1ccc2c(c1)OCCO2	/	31%	2%	/	/	/	/	-1%	16%	5	/
CSc1ccccc1OCc1cc(C(=O)N2CCN3CCCC3C2)no1 (stereo not given)	?	2%	53%	17%	-1%	3%	4%	?	-2%	-1	-2%
CCNc1nc(NCC)nc(NC(N)=S)n1	11%	7%	0%	3%	-6%	10%	1%	0%	-19%	-2	-4%
Cc1ccsc1C(=O)OCC(=O)NC1CC1	?	/	32%	10%	/	-1%	/	/	/	/	0%
Cc1cc(C(F)(F)F)n2nc(C(=O)O)c(Cl)c2n1	-5%	11%	-5%	-5%	-4%	-1%	-2%	-1%	-9%	-1	2%
SMILES	ELG1 repair inh	RORg inh	BRCA1 expr up	p53 reactivator	NPC1 prom act	ELG1 genotox	Rab9 promoter act	FLuc counter	Gal4-VP16 FLuc	TRPV1 ag	Tb PFK block
Cc1ccccc1Cc1c(C)nc2c(C(=O)NCc3ccco3)cnn2c1C	-11%	36%	-32%	-19%	1%	1%	-3%	-9%	4%	16	0%
C=CCc1ccccc1OCCNCCCOC	-17%	1%	-18%	-16%	-4%	-5%	-5%	0%	4%	-2	-16%
Cn1c(CNC(=O)Nc2cccc(Cl)c2)nnc1SCc1ccccc1	-24%	13%	-10%	-1%	-1%	-6%	-2%	-2%	-5%	3	0%
CCOC(=O)CC(=O)c1sc2c(c1N)c(=O)[nH]c(=O)n2-c1ccc(OC)cc1	8%	0%	11%	3%	2%	-1%	3%	0%	-5%	-6	9%
O=[N+]([O-])c1c(C(Cl)Cl)nn(-c2ccccc2)c1N1CCCC1	-1%	7.1µM*	-18%	4%	0%	-2%	2%	0%	?	18	-2%
CCc1nc2sc(C(=O)O)c(N)c2c2c1CCCC2	0%	-27%	-2%	-4%	3%	-1%	1%	-3%	-13%	/	4%
CC(C)OC(=O)C(C#N)c1nc2ccccc2nc1N1CCN(Cc2ccc3c(c2)OCO3)CC1 (stereo not given)	2%	2%	/	0%	-4%	2%	22%	2%	-4%	-3	-2%
CSC(=S)N/N=C/c1ccc(Br)cc1	1%	0.32µM*	-5%	0%	-4%	-2%	-1%	-17%	1.8µM*	6	4%
COc1ccc(OC)c(N/C=C/C(=O)c2ccccc2)c1	?	4.5µM*	?	/	?	?	?	0.067µM*	5µM*	1	-13%
COc1ccc(CCNC(=O)c2cccc(-n3cnnn3)c2)cc1	?	/	-24%	-6%	/	-3%	/	/	/	/	-6%
COC(=O)C(CCCCNC(=O)c1ccc([N+](=O)[O-])cc1)NC(=O)c1ccc([N+](=O)[O-])cc1 (stereo not given)	-1%	5%	12%	-7%	1%	2%	-6%	-3%	-7%	-2	-5%
O=C(COc1ccccc1Cl)NC(=O)NC1CCCCC1	?	/	30%	30%	8%	5%	-3%	?	/	22	0%
O=C(c1nc2ccccc2s1)N1CCN(c2ccccn2)CC1	?	28%	49%	26%	23%	?	29%	?	12%	?	-7%
CCn1c(SCc2ccc(F)cc2)nc2c(c1=O)SCC2	-10%	41%	7%	-1%	-6%	-6%	-3%	5%	-4%	1	1%
NC(=O)Cn1cc(C(=O)COc2ccccc2)c2ccccc21	4%	16%	/	9%	0%	-1%	-3%	?	3%	2	3%
CC(C)(C)C1CCC(=NNC(=O)C(=O)NC2CCCCC2)CC1 (stereo not given)	17%	-2%	-7%	4%	-11%	0%	1%	6%	-12%	3	2%
C=CCn1cc(C(=O)NCCOC)c(=O)c2cc(S(=O)(=O)N(CC)CC)ccc21	?	-3%	-14%	-7%	-1%	-1%	-6%	3%	2%	2	-4%
COC(=O)COc1cc(OCC(=O)OC)c2c(C)c(Cl)c(=O)oc2c1	5%	13%	-14%	7%	-3%	-2%	-7%	6%	-6%	0	0%
c1ccc(-c2nnc(SCc3nc4ccccc4[nH]3)n2Cc2ccco2)nc1	?	-1%	-37%	-2%	0%	-16%	0%	2%	-6%	7	-3%
Cc1oc2c(c1C(=O)NCc1cc(C(=O)O)co1)CCCC2	17%	9%	-25%	3%	23%	-3%	-2%	1%	6%	-3	-1%
COC(=O)Nc1cc(C)n(-c2ccccc2)n1	?	21%	0%	1%	1%	2%	2%	1%	-5%	-1	-10%
COc1cccc(CC(=O)OCC(=O)N(C)CC(=O)Nc2ccc(F)cc2)c1	?	/	-13%	5%	1%	-3%	4%	-3%	/	3	20%
Cc1ccccc1N(C(=O)CCC(=O)Nc1ccccn1)C(C(=O)NC(C)C)c1ccc(F)cc1 (stereo not given)	0%	22%	-17%	2%	2%	0%	1%	0%	6%	2	2%
O=C(c1ccc(Cl)s1)N1CCOCC1	4%	-13%[0.365 µM]	-5%	4%	-10%	-6%	2%	3%	/	1	0%
